TGFb inhibitor = qHTS for Inhibitors of TGF-b; HepG2 CAGA-GFP TGF-b/SMAD3 reporter, GFP fluorescence, 18 h; TGF-beta stimulated, 500 pg/mL final; Potency, µM (series often up to 46.1 µM), inactives show top-dose activity, negative = inhibition, usual class: inhibitors; 410,000 tested, 1.2% active; note: potency is the fitted concentration of half-maximal effect; % is set by controls: 0 for no effect and ±100 for the full control effect; nearly all actives have a fitted effect of over 65% in size
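Using HEPG2 CAGA-GFP reporter cells at 1000 cells/well, we pinned test compounds, stimulated with recombinant TGF-beta (500 pg/mL final) and measured total well GFP after 18 h.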
A549 tox = Nrf2 qHTS screen for inhibitors: counterscreen for cytotoxicity. 390,000 tested, 0.16% active. AID 504648, 2011. Potency, µM (top dose mostly 46 µM), without a hit: top-dose activity change, negative = cytotoxicity, actives largely listed as inhibitors. A549 ARE-Fluc cells, CellTiter-Fluor viability, 18-24 h; note: potency is the fitted concentration of half-maximal effect; % is set by controls: 0 for no effect and ±100 for the full control effect
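A549 ARE-Fluc cells in 5% FBS OPTI-MEM, 5000 cells/well, rested 2 h then exposed to compounds in concentration-response for 18-24 h at 37 °C. Viability by CellTiter-Fluor fluorescence (Ex 405/Em 525) after 30 min; luciferase luminescence (BugLite, 15 min, RT) read afterwards.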
HepG2 viability = qHTS for Inhibitors of TGF-b: Cytotox Counterscreen; Potency, µM (titrated, usually from 46.1 µM), inactives show at the highest dose activity change, negative = cytotoxicity, most hits filed as cytotoxic; 410,000 tested, 0.76% active; HepG2 CAGA-GFP viability, ATP luminescence, 18 h; note: potency is the fitted concentration of half-maximal effect; some results filed as inactive show a strong effect at the top dose
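CellTiter-Glo luminescence gave cytotoxicity after 18 hours at 37 degrees C. The cells were HepG2 CAGA-GFP in 1% FBS DMEM, stimulated with 500 pg/mL TGF-beta after compound addition. %Activity was normalised to no-cell wells (complete cell-killing) and DMSO (no toxicity), and curves were fitted and classified.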
IL2 activator = qHTS of IL-2 Activators. IL-2 activation reporter assay, cell-based qHTS; stimulated with anti-CD3/CD4/CD28 beads; in transgenic mouse T cells. 360,000 tested, 0.065% active. AID 652025, 2013. activation, % (series mostly up to about 46 µM); in the data active = activation above about 50%; inconclusive = mostly about 30% to 49%; note: 0% is about no effect
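Readout is EGFP and DsRed signal by fluorescent plate cytometry after 18 h at 37 degrees C. Transgenic mouse T cells (750/well) received compound for 60 min before bead stimulation (anti-CD3, anti-CD4, anti-CD28); memory T cells served as non-tolerant control.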
EPAC2 ag = qHTS for Agonist of cAMP-regulated guanine nucleotide exchange factor 4 (EPAC2): primary screen; Rap guanine nucleotide exchange factor 4 (Homo sapiens), Q8WZA2; EPAC2 activation, biochemical qHTS; response scale: 100% = 6.5 mM cAMP response; Potency, µM (top dose mostly 154 µM), for the others: at the top dose activation, actives largely listed as activators; 360,000 tested, 0.079% active; note: potency is the fitted concentration of half-maximal effect; nearly all actives have a fitted effect of over 50% in size
Target sequence (Q8WZA2 whole entry, looked up): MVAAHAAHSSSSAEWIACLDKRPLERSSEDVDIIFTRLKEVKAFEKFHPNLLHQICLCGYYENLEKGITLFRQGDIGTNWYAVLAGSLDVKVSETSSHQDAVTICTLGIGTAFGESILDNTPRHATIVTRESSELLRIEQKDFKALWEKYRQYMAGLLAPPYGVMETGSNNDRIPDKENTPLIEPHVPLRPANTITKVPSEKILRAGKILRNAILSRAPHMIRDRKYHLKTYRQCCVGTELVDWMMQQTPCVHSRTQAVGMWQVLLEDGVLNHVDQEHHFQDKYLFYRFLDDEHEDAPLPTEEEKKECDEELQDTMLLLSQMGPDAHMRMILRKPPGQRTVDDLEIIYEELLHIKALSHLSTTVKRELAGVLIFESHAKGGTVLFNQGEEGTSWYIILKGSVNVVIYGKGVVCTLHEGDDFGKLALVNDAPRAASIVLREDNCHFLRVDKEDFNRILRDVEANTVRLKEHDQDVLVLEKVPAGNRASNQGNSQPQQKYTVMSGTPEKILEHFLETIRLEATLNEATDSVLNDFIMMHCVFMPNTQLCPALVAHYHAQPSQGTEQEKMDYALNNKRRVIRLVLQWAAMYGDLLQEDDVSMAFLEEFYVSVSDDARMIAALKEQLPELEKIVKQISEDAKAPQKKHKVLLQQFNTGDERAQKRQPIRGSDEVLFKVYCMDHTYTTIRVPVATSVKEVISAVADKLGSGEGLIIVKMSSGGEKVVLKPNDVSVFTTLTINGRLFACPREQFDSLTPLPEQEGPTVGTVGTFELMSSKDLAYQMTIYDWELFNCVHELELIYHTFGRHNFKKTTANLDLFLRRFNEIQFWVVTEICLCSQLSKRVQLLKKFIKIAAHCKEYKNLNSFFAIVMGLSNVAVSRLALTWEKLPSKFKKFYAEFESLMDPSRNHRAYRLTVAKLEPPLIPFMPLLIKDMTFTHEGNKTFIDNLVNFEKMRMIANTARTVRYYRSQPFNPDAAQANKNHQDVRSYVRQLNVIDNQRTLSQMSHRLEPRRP
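Compounds were added across a concentration range to EPAC2 (100 nM), RAP1B-BODIPY-GDP (250 nM) and GDP (50 uM). After 5 min at room temperature, fluorescence was recorded at 5-min intervals for 30 min.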
Nrf2 ARE act = qHTS of Nrf2 Activators | AREc32 ARE-luciferase reporter (MCF7-derived line), luminescence, 24 h | Potency, µM (titrated, usually from 46.1 µM), for the others: top-dose activation, actives largely listed as activators | 410,000 tested, 0.31% active; note: potency is the fitted concentration of half-maximal effect; % of control where 0% means no effect; nearly all actives have a fitted effect of over 65% in size
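Each well held 1000 AREc32 cells, which were incubated with compound for 24 hr at 37 deg C after overnight attachment, and ARE reporter activity was quantified by firefly luciferase luminescence.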
Nrf2 inh = Nrf2 qHTS screen for inhibitors | A549 ARE-Fluc reporter, luciferase luminescence, 18-24 h | 360,000 tested, 2.1% active | Potency, µM (top dose mostly 46 µM), inactives show at the top dose activity change, negative = inhibition, hits mostly inhibitors | AID 504444, 2011; note: potency is the fitted concentration of half-maximal effect; % is set by controls: 0 for no effect and ±100 for the full control effect; nearly all actives have a fitted effect of over 60% in size
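Nrf2 function is reported as luminescence of an ARE-controlled luciferase in A549 cells. Compounds were tested at several concentrations, and a CellTiter-Fluor read on the same wells flagged cytotoxicity.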
ATXN2 expr inh = Primary qHTS for Inhibitors of ATXN expression; AID 1745845, 2022; Potency, µM (top dose mostly 57 µM), inactives show at the highest dose activity change, negative = inhibition, most hits filed as inhibitors; 360,000 tested, 0.72% active; HEK-293 ATXN2-luciferase reporter, luminescence, 24 h; note: potency is the fitted concentration of half-maximal effect; % is set by controls: 0 for no effect and ±100 for the full control effect; nearly all actives have a fitted effect of over 55% in size
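ATXN2-luciferase reporter cells (luciferase flanked by upstream and downstream ATXN2 gene portions) were treated 24 h at 37 °C with compounds at up to 57 uM. SteadyGlo luminescence gave expression; GF-AFC fluorescence gave viability.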
ATXN viability = Viability Counterscreen for Primary qHTS for Inhibitors of ATXN expression; Potency, µM (series often up to 56.7 µM), usual class: cytotoxic; AID 651635, 2014; 400,000 tested, 0.49% active; S2 cells (HEK-293 line with an ATXN2-luciferase reporter) viability, CellTiter-Fluor protease fluorescence, 24 h; note: potency is the fitted concentration of half-maximal effect; nearly all actives have a fitted effect of over 40% in size
Active calls of the source: *; i = inactive; ? = inconclusive; nt = no result given; [ ] = dose if it differs, or a comment. Unless noted, calls come from the whole dose curve; as a rule, active = well fitted curve in the direction sought with a large enough effect; inconclusive = small, poorly fitted or top-dose-only effect, or another doubt; inactive = no such curve, though single readings can be large; an effect the other way counts as inactive or inconclusive.

SMILES	TGFb inhibitor	A549 tox	HepG2 viability	IL2 activator	EPAC2 ag	Nrf2 ARE act	Nrf2 inh	ATXN2 expr inh	ATXN viability
CN(C)c1ncnc2c1ncn2[C@H]1CN(Cc2ccc(-c3ccccc3)cc2)C[C@@H](CO)O1	-19%	nt	-21%	-0.6	-4%	4.8%	nt	-2%	i
CC(=O)Nc1ccc(/C=C(\C#N)C(=O)NCc2ccccc2)cc1	5%	0%	-45%	-0.7	2%	4.0%	4%	-9%	i
COc1ccc(C(N)=O)c(OCC(=O)Nc2cc(C)on2)c1	16%	-6%	2%	1.2	8%	0.4%	20%	nt	i
Cc1cc2c(cc1S(=O)(=O)N1CCOCC1)NC(=O)CO2	1%	-13%	-1%	1.4	14%	-0.5%	-19%	1%	i
O=C(N/N=C/c1ccccn1)c1ccc([N+](=O)[O-])cc1	?	1%	8%	-2.2	9%	-0.5%	6%	-7%	i
O=C(COC(=O)c1ccc[nH]c1=O)NC1CC1	-1%	1%	7%	1.7	6%	-0.3%	-3%	nt	i
O=C(CSC1=NS(=O)(=O)c2cc(Cl)ccc2N1)NCc1ccccc1	-1%	-17%	8%	5.9	-1%	0.1%	3%	8%	i
NC(=O)COc1ccc(Cc2ncc(C(F)(F)F)cc2Cl)cc1	14%	-1%	-19%	-0.8	-1%	-0.1%	-3%	-19%	i
CC(=O)Oc1c(C)cc(Cl)cc1C(=O)Nc1ccc([N+](=O)[O-])cc1Cl	?	2.6µM*	-42%	-5.8	-6%	-1.1%	1.6µM*	?	28µM*
CC(Oc1ccc(Cl)cc1Cl)C(=O)NCCC1=CCCCC1 (stereo not given)	?	11%	-36%	1.0	-15%	-0.4%	-17%	0%	i
CN(C)/N=C/c1ccc(Sc2ccccc2[N+](=O)[O-])o1	3%	0%	-16%	-0.6	24%	4.5%	-7%	-12%	i
COCCOc1ccc(C(F)(F)F)cc1NC(=O)c1ccc(C)cc1	-3%	0%	-31%	-0.8	-3%	11µM*	-1%	-8%	i
Cc1nc(NS(=O)(=O)c2ccccc2)sc1C(C)(C)C	2%	-13%	5%	0.1	3%	5.5%	-15%	0%	i
Cc1cccc(CN2CCN(c3ccccn3)CC2)c1	-4%	?	-1%	0.5	-1%	0.0%	2%	3%	i
O=C(NCCCN1CCCC1=O)c1cncc(Br)c1	-4%	nt	-7%	-0.4	12%	-0.3%	-16%	1%	i
CC1CCN(S(=O)(=O)c2c[nH]c(=O)[nH]c2=O)CC1	10%	2%	8%	0.2	3%	-0.1%	1%	4%	i
O=c1c(Cl)c(Cl)cnn1Cc1ccc(F)cc1	?	-8%	-95%	-4.3	7%	?	-2%	?	nt
O=C(O)CC12CC3CC(C1)CC(n1ncc(N4CCC5(CC4)OCCO5)c(Cl)c1=O)(C3)C2	-2%	-2%	-4%	-1.6	13%	-0.4%	0%	9%	i
C/C(Cn1nc([N+](=O)[O-])cc1C)=N\NC(=O)COc1c(Cl)cc(Cl)cc1Cl	3%	8%	-5%	0.2	4%	0.1%	1%	-24%	i
COc1ccc([N+](=O)[O-])cc1N(CC(=O)NCCCOC(C)C)S(C)(=O)=O	-3%	1%	-4%	1.6	-8%	-0.3%	18%	3%	i
Cc1ccccc1CS(=O)(=O)CCC(=O)O	-1%	-1%	11%	-1.4	-1%	-0.7%	3%	-14%[11.3 µM]	i
O=C(NCCCc1ccccc1)c1ccccc1O	5%	2%	-23%	-1.2	13%	3.2%	?	32%	i
C/C(=N\NC(=O)C1CC1)c1ccc(Cl)c(Cl)c1	?	-3%	-1%	-1.5	7%	3.3%	0%	-4%	i
O=C(O)c1ccc(-n2ccnc2)c([N+](=O)[O-])c1	-4%	-1%	-2%	-0.4	3%	-0.8%	9%	-12%	i

An excerpt of these results, as labelled records:
canonical_smiles: CC1CCN(S(=O)(=O)c2c[nH]c(=O)[nH]c2=O)CC1
  TGFb inhibitor = 10% | A549 tox = 2% | HepG2 viability = 8% | IL2 activator = 0.2 | EPAC2 ag = 3% | Nrf2 ARE act = -0.1% | Nrf2 inh = 1% | ATXN2 expr inh = 4% | ATXN viability = i

canonical_smiles: Cc1cccc(CN2CCN(c3ccccn3)CC2)c1
  TGFb inhibitor = -4% | A549 tox = ? | HepG2 viability = -1% | IL2 activator = 0.5 | EPAC2 ag = -1% | Nrf2 ARE act = 0.0% | Nrf2 inh = 2% | ATXN2 expr inh = 3% | ATXN viability = i

canonical_smiles: Cc1ccccc1CS(=O)(=O)CCC(=O)O
  TGFb inhibitor = -1% | A549 tox = -1% | HepG2 viability = 11% | IL2 activator = -1.4 | EPAC2 ag = -1% | Nrf2 ARE act = -0.7% | Nrf2 inh = 3% | ATXN2 expr inh = -14%[11.3 µM] | ATXN viability = i

canonical_smiles: Cc1nc(NS(=O)(=O)c2ccccc2)sc1C(C)(C)C
  TGFb inhibitor = 2% | A549 tox = -13% | HepG2 viability = 5% | IL2 activator = 0.1 | EPAC2 ag = 3% | Nrf2 ARE act = 5.5% | Nrf2 inh = -15% | ATXN2 expr inh = 0% | ATXN viability = i

(list continues)
SMILES	TGFb inhibitor	A549 tox	HepG2 viability	IL2 activator	EPAC2 ag	Nrf2 ARE act	Nrf2 inh	ATXN2 expr inh	ATXN viability
Cc1ccc(C2(C)NC(=O)N(CC(=O)Nc3ccc(S(=O)(=O)Nc4nccs4)cc3)C2=O)cc1 (stereo not given)	?	-4%	-13%	1.8	9%	-0.4%	?	-4%	i
CCN(CC)C(=O)C[n+]1ccc(C(N)=O)cc1	-7%	-2%	-3%	-0.7	4%	-1.0%	3%	7%	i
S=C(Nc1ccc(Br)cc1Cl)NC1CCN(Cc2ccccc2)CC1	?	-1%	-56%	-0.4	0%	3.8%	0%	?	i
Cc1cc([N+](=O)[O-])nn1CC(=O)Nc1sc2c(c1C(N)=O)CCCC2	7%	5%	2%	-0.2	2%	2.9%	-10%	-17%	i
CCCCN(CC)Cc1c(C)[nH]c2ccccc2c1=O	-5%	-7%	6%	-0.1	-6%	0.1%	-2%	7%	i
O=C(c1ccc(N2CCCCS2(=O)=O)cc1)N1CCN(c2ccc(N3CCOCC3)nn2)CC1	3%	2%	16%	-1.1	6%	0.3%	1%	-1%	i
CC(=O)O[C@@H]1C[C@H]2C(C)(C)C(=O)C=C[C@]2(C)[C@H]2CC[C@@]3(C)[C@H](c4ccoc4)OC(=O)[C@H]4O[C@]43[C@@]21C	?	-9%	0%	0.8	8%	21%	?	?	nt
NNC(=O)c1ccc(CN2CCCCC2)o1	0%	1%	0%	-2.8	0%	-0.6%	-13%	4%	i
CC1CCCC(NCC(=O)Nc2ccc(C(N)=O)cc2)C1C (stereo not given)	9%	5%	-22%	1.7	2%	1.5%	5%	nt	i
CC(=O)Nc1ccc(NC(=O)c2cc(-c3ccccc3)nc3ccccc23)cc1	-12%	-5%	15%	0.6	-9%	0.7%	7%	13%	i
COc1cc(OC)cc(C(=O)NNC(=O)c2ccc3c(c2)OCCO3)c1	6%	-4%	3%	0.3	-3%	2.4%	26%	13%	i
O=c1[nH]c2ccccc2n1Cc1ccc(Cl)cc1	-8%	-1%	-1%	-0.4	1%	1.9%	?	-10%	i

Some of these compounds in order of count of non-hydrogen atoms, largest number first.
SMILES	TGFb inhibitor	A549 tox	HepG2 viability	IL2 activator	EPAC2 ag	Nrf2 ARE act	Nrf2 inh	ATXN2 expr inh	ATXN viability
O=C(c1ccc(N2CCCCS2(=O)=O)cc1)N1CCN(c2ccc(N3CCOCC3)nn2)CC1	3%	2%	16%	-1.1	6%	0.3%	1%	-1%	i
CC(=O)Nc1ccc(NC(=O)c2cc(-c3ccccc3)nc3ccccc23)cc1	-12%	-5%	15%	0.6	-9%	0.7%	7%	13%	i
NNC(=O)c1ccc(CN2CCCCC2)o1	0%	1%	0%	-2.8	0%	-0.6%	-13%	4%	i

(list continues)
SMILES	TGFb inhibitor	A549 tox	HepG2 viability	IL2 activator	EPAC2 ag	Nrf2 ARE act	Nrf2 inh	ATXN2 expr inh	ATXN viability
COc1ccc2c(CNCC(C)c3ccccc3)c(C(=O)O)n(Cc3ccc(F)cc3Cl)c2c1 (stereo not given)	0%	-2%	-15%	nt	nt	-0.8%	23%	8%	i
COc1ccc2c3n(nc2c1)CCN=C3c1cc(Cl)c(N)c(Cl)c1	6%	-5%	-16%	0.0	14%	5.1%	-3%	3%	?
COCCCNC(=S)N/N=C/c1ccc(OC)cc1	-7%	3%	-4%	3.0	0%	3.0%	-8%	15%	i
COc1ccc(CCNS(=O)(=O)c2cc(C(=O)O)c(Cl)cc2Cl)cc1	-1%	0%	3%	-1.8	4%	-0.1%	9%	nt	i
CCCCN(C=O)c1c(CC)nc2ccc(C(=O)NCCN(C)C)cn12	21%	nt	-17%	-0.1	8%	0.3%	nt	6%	i
COc1ccccc1CNC(=O)CCCNC(=O)c1ccc(Cl)cc1	-4%	0%	0%	-0.5	3%	-0.1%	4%	2%	i
Cc1ccccc1CN1C(=O)c2ccccc2S(=O)c2ccc(C(=O)NCc3ccc(Cl)cc3)cc21 (stereo not given)	1%	2%	4%	nt	nt	0.1%	nt	nt	nt

Assay outcomes (PubChem BioAssay)
